Bioassay records: PubChem BioAssay, several laboratories
E coli WT exp: blocks growth of wild type E. coli BW25113; OD600 absorbance; growth inhibition, % at 100 µM; hit rate 0.15% among 98,000;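 active = growth inhibition above about 50% at one test dose, limit read from the data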;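 note: growth measured after 20 h incubation at 37 °C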
hDAT+cocaine: human DAT dopamine uptake with cocaine, either direction. LLC-PK1 hDAT cells, [14C]-dopamine uptake with cocaine IC80; actives deviate in either direction. B-score at 10 µM. hit rate 1.3% among 110,000. AID 449768;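 active = Z score or B-score, a plate-position-corrected score, falls beyond the plate's 99.7% confidence bounds, in either direction; inactive = both scores lie inside the 99.7% bounds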;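 note: scored against the spread of the other compound wells on the same plate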
Target sequence (Q01959 whole entry, looked up): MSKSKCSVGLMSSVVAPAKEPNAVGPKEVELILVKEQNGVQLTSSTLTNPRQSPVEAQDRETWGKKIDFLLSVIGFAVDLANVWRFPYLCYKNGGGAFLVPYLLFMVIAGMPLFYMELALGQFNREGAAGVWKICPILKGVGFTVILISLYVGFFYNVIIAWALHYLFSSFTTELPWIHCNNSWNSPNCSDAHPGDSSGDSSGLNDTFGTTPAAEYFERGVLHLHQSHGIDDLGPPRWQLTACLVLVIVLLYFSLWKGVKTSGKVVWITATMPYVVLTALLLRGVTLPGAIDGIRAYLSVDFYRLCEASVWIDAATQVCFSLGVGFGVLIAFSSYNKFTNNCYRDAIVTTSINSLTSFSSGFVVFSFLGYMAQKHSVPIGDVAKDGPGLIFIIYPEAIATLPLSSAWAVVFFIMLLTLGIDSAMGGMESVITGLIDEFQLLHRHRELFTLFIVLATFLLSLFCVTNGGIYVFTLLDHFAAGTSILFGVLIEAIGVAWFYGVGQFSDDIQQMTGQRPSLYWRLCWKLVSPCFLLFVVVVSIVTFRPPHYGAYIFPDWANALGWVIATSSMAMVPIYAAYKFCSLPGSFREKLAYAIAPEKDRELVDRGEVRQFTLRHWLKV
An asterisk follows results filed as active.

C=CCNc1ncnc2c1cnn2-c1ccc(Cl)cc1 was read as E coli WT exp -5.0 and hDAT+cocaine -0.0314.
`Cc1nc(C)n(C(C)CC(=O)O)n1` (stereo not drawn) gave E coli WT exp 3.0 and hDAT+cocaine -1.04.
Screening Cc1cc(C(=O)CSc2nnc(-c3cccs3)o2)c(C)n1-c1ccccc1 returned E coli WT exp -14.0 and hDAT+cocaine 0.403.
Screening O=C(NCc1ccc2c(c1)OCO2)C1CC(=O)N(C2CCCCCC2)C1 (stereo not drawn) returned E coli WT exp -12.0 and hDAT+cocaine -0.745.
COCCOC(=O)C1=C(N)OC2=C(C(=O)CCC2)C1c1cccnc1 (stereo not drawn) was read as E coli WT exp -2.0 and hDAT+cocaine 0.578.
COc1cccc(-c2nnc3sc(-c4ccco4)nn23)c1 was read as E coli WT exp -8.0 and hDAT+cocaine -0.463.
`COC(=O)c1ccccc1NC(=O)CSc1ccccc1` gave E coli WT exp 2.0 and hDAT+cocaine -9*.
For Cc1cc(Nc2nc3c(c(=O)n(C)c(=O)n3C)n2C)n(-c2ccc(Cl)cc2)n1 the results were E coli WT exp -8.0 and hDAT+cocaine -1.19.
`COc1cc2nc(C3CCC3)n(NC(=O)C(OC(C)=O)c3ccccc3)c(=O)c2cc1OC` (stereo not drawn) gave E coli WT exp -5.0 and hDAT+cocaine -1.08.
Screening C=CCn1c(SCC(=O)c2cccs2)nnc1-c1cccc(OC)c1 returned E coli WT exp 2.0 and hDAT+cocaine 0.127.
`O=C(CCCNS(=O)(=O)c1cccs1)N1CCN(c2ccc(F)cc2)CC1` gave E coli WT exp 8.0 and hDAT+cocaine -0.0123.
`COc1cc(-c2c(C#N)c(N)nc3c2c(C)nn3-c2ccc(C)c(C)c2)cc(OC)c1OC` gave E coli WT exp -19.0 and hDAT+cocaine 0.96.

Copied from the results shown for reference:
COc1cccc(-c2nnc3sc(-c4ccco4)nn23)c1 was read as E coli WT exp -8.0 and hDAT+cocaine -0.463.
`COC(=O)c1ccccc1NC(=O)CSc1ccccc1` gave E coli WT exp 2.0 and hDAT+cocaine -9*.
For Cc1cc(Nc2nc3c(c(=O)n(C)c(=O)n3C)n2C)n(-c2ccc(Cl)cc2)n1 the results were E coli WT exp -8.0 and hDAT+cocaine -1.19.
`COc1cc2nc(C3CCC3)n(NC(=O)C(OC(C)=O)c3ccccc3)c(=O)c2cc1OC` (stereo not drawn) gave E coli WT exp -5.0 and hDAT+cocaine -1.08.
Screening C=CCn1c(SCC(=O)c2cccs2)nnc1-c1cccc(OC)c1 returned E coli WT exp 2.0 and hDAT+cocaine 0.127.
`O=C(CCCNS(=O)(=O)c1cccs1)N1CCN(c2ccc(F)cc2)CC1` gave E coli WT exp 8.0 and hDAT+cocaine -0.0123.

Other records.
`O=C(CN1CCN(c2ccccn2)CC1)Nc1cccc(C(F)(F)F)c1` gave E coli WT exp 0.0 and hDAT+cocaine -0.446.
For CCC(Sc1nccn1C)C(=O)Nc1cccc2ccccc12 (stereo not drawn) the results were E coli WT exp 5.0 and hDAT+cocaine 0.103.
CC(=O)c1ccc(NC(=O)C2CCCN2S(=O)(=O)c2ccc(C)cc2)cc1 (stereo not drawn) was read as E coli WT exp -5.0 and hDAT+cocaine -0.977.
Cc1ccc(NC(=O)C2C3C=CC4(CN(Cc5cccnc5)C(=O)C24)O3)cc1 (stereo not drawn) was read as E coli WT exp -5.0 and hDAT+cocaine -1.35.
CCOC(=O)C(CCSC)NC(=O)CN (stereo not drawn) was read as E coli WT exp 5.0 and hDAT+cocaine -0.0658.
`Cc1cc(C)n2c(SCC#N)nnc2n1` gave E coli WT exp 10.0 and hDAT+cocaine -0.324.
CCCc1n[nH]c2c1C(=O)CC(C)(C)C2 was read as E coli WT exp 6.0 and hDAT+cocaine 0.22.
`CC(C)Cn1c(SCc2nnc(-c3cccs3)o2)nc(O)cc1=O` gave E coli WT exp 0.0 and hDAT+cocaine 0.0695.
CCOc1cccc(-c2nn3c(-c4ccccn4)nnc3s2)c1 was read as E coli WT exp -1.0 and hDAT+cocaine -1.23.
Screening CC(=O)N1c2ccccc2NC2=C(C(=O)CCC2)C1c1cccnc1 (stereo not drawn) returned E coli WT exp -2.0 and hDAT+cocaine -1.02.
For Cc1nnc(SCCN2CCOCC2)n1-c1cccc(Cl)c1 the results were E coli WT exp -1.0 and hDAT+cocaine 1.19.
Screening CCOC(=O)c1ccc2c(c1)C(=O)N(C1CCCCC1)C2=O returned E coli WT exp -11.0 and hDAT+cocaine 0.148.
`CCCOc1ccc(N2C(=O)CC(N3CCC(C(=O)OCC)CC3)C2=O)cc1` (stereo not drawn) gave E coli WT exp 1.0 and hDAT+cocaine -0.132.
COc1ncnc2sc(-c3ccccc3)cc12 was read as E coli WT exp -7.0 and hDAT+cocaine -0.283.
Screening COc1cc(NC(=O)c2cccs2)c(C(=O)OCC(=O)NCc2ccco2)cc1OC returned E coli WT exp 1.0 and hDAT+cocaine 0.326.
O=S(=O)(Cc1ccccc1)NCC1CCCO1 (stereo not drawn) was read as E coli WT exp 4.0 and hDAT+cocaine 0.447.
Cn1cccc1Cc1nnc(SCC(=O)Nc2ccc3c(c2)OCO3)n1-c1ccc(F)cc1 was read as E coli WT exp 2.0 and hDAT+cocaine -0.202.
Screening CCOc1cc(C#N)c(NC(=O)c2ccnn2C)cc1OCC returned E coli WT exp 5.0 and hDAT+cocaine -0.649.
CCOc1ccc2[nH]c(=O)c(CN(CCO)C(c3nnnn3C3CCCCC3)C(C)C)cc2c1 (stereo not drawn) was read as E coli WT exp -9.0 and hDAT+cocaine -0.177.
Screening COc1cc(C(=O)N2CCN(C(=O)C(Cc3cc(C)ccc3C)NC(C)=O)CC2)cc(OC)c1OC (stereo not drawn) returned E coli WT exp 1.0 and hDAT+cocaine 0.0155.
Screening CCc1cc(C(=O)Nc2ccccc2)cs1 returned E coli WT exp 20.0 and hDAT+cocaine 0.318.
CCOC(=O)c1cc2sc(C)cc2n1CC(=O)Nc1cccc(C)c1C was read as E coli WT exp -13.0 and hDAT+cocaine -1.06.
`Cn1c(Cn2c(=O)sc3ccccc32)nnc1SCC(=O)N1CCCCCC1` gave E coli WT exp -3.0 and hDAT+cocaine 0.693.
CCOC(=O)N1CCN(C2CC(=O)N(c3ccccc3)C2=O)CC1 (stereo not drawn) was read as E coli WT exp 0.0 and hDAT+cocaine 0.73.
Screening C=CCOC(=O)C1=C(C)NC(SCC(=O)N(CC)CC)=C(C#N)C1c1ccccc1 (stereo not drawn) returned E coli WT exp -5.0 and hDAT+cocaine 0.722.
`CCN1CCN(C(c2cc3cc4c(cc3[nH]c2=O)OCO4)c2nnnn2C(C)(C)CC)CC1` (stereo not drawn) gave E coli WT exp 7.0 and hDAT+cocaine -0.876.
For CS(=O)(=O)N1CCC(C(=O)NCCN2CCN(Cc3ccccc3)CC2)CC1 the results were E coli WT exp 6.0 and hDAT+cocaine -0.205.
For CCOc1ccccc1OCCCC(=O)N1CCN(S(=O)(=O)c2cccc(F)c2)CC1 the results were E coli WT exp -7.0 and hDAT+cocaine 0.0903.
`CCCCCCn1c(CN2CCN(C)CC2)nc2c1c(=O)n(C)c(=O)n2C` gave E coli WT exp 1.0 and hDAT+cocaine 0.217.
Screening CCOc1ccc2nc(NC(=O)COC)sc2c1 returned E coli WT exp -8.0 and hDAT+cocaine -1.37.
O=C(COC(=O)c1ccc(Br)c(S(=O)(=O)N2CCOCC2)c1)NCC1CCCO1 (stereo not drawn) was read as E coli WT exp 4.0 and hDAT+cocaine -0.025.
`Clc1ccc(-n2nnnc2-c2ccccc2)cc1` gave E coli WT exp 4.0 and hDAT+cocaine -1.19.
For CCCS(=O)(=O)c1nnnn1-c1cccc(OC)c1 the results were E coli WT exp 15.0 and hDAT+cocaine -0.508.
`NC(=O)NC1CCCc2c1[nH]c1ccc(Cl)cc21` (stereo not drawn) gave E coli WT exp 18.0 and hDAT+cocaine 0.266.
CCc1ccc(N2CCN(C(=O)c3ccc(OC)c(OC)c3)CC2)cc1 was read as E coli WT exp 2.0 and hDAT+cocaine -0.248.
Screening O=C(Cn1cnc2c(cnn2-c2ccc(Cl)cc2)c1=O)NC1CCCCC1 returned E coli WT exp -6.0 and hDAT+cocaine 0.317.
O=C(Cn1cc2c(n1)CCCCC2)Nc1ccc(F)cc1F was read as E coli WT exp 4.0 and hDAT+cocaine 0.0649.
Screening CCn1c(=O)c(C)nn2c3ccccc3nc12 returned E coli WT exp 5.0 and hDAT+cocaine -0.359.
`COC(=O)N1CC(C)N(C(=O)OC)CC1C` (stereo not drawn) gave E coli WT exp -4.0 and hDAT+cocaine 0.0358.
`COc1ccc(C(c2nnnn2CCc2ccccc2)N2CCN(C)CC2)cc1OC` (stereo not drawn) gave E coli WT exp -2.0 and hDAT+cocaine -0.341.
O=C(CN1C(=O)COc2ccccc21)N(CCCN1CCOCC1)CC1CC=CCC1 (stereo not drawn) was read as E coli WT exp -3.0 and hDAT+cocaine 0.917.
For Cn1c(=O)[nH]c(=O)c2c1nc(CN1CCOCC1)n2CCCc1ccccc1 the results were E coli WT exp -2.0 and hDAT+cocaine 0.568.
Cc1cccc(-n2c(CNC(=O)c3ccccc3)nnc2SCC(=O)Nc2nccs2)c1 was read as E coli WT exp 0.0 and hDAT+cocaine 0.00911.
For O=C(OCCN1CCOCC1)C(c1ccccc1)c1ccccc1 the results were E coli WT exp 4.0 and hDAT+cocaine 0.284.
Screening CSc1nc(N(CCO)CCO)c2sc3nc(-c4ccco4)c4c(c3c2n1)CCC4 returned E coli WT exp -1.0 and hDAT+cocaine 0.453.
For COc1cc(OC)c(NC2c3ccccc3C(=O)N2c2cc(C)ccn2)cc1Cl (stereo not drawn) the results were E coli WT exp -8.0 and hDAT+cocaine -0.0056.
For O=C1CNC(=O)/C1=C\N1CCCCC1 the results were E coli WT exp 4.0 and hDAT+cocaine -0.00188.
Screening CCCOc1ccc(/C(O)=C2\C(=O)C(=O)N(CCCOC)C23C(=O)N(C)c2ccccc23)cc1 (stereo not drawn) returned E coli WT exp 5.0 and hDAT+cocaine -0.726.

Quoted at random: three entries already listed.
For O=C1CNC(=O)/C1=C\N1CCCCC1 the results were E coli WT exp 4.0 and hDAT+cocaine -0.00188.
O=C(CN1C(=O)COc2ccccc21)N(CCCN1CCOCC1)CC1CC=CCC1 (stereo not drawn) was read as E coli WT exp -3.0 and hDAT+cocaine 0.917.
`COc1ccc(C(c2nnnn2CCc2ccccc2)N2CCN(C)CC2)cc1OC` (stereo not drawn) gave E coli WT exp -2.0 and hDAT+cocaine -0.341.

Remaining list, next part.
Screening COC(=O)c1ccc2c(c1)NC(=O)C1CCCN21 (stereo not drawn) returned E coli WT exp -7.0 and hDAT+cocaine -0.384.
For Cc1cc2nc(SCC(=O)Nc3nonc3C)c3c(c2cc1C)CCCC3 the results were E coli WT exp -10.0 and hDAT+cocaine 0.0503.
`CCCc1cc(C(=O)Nc2ccccc2SC)no1` gave E coli WT exp 8.0 and hDAT+cocaine -0.0115.
CN(C(=O)COc1ccccc1)c1nnc(-c2ccncc2)s1 was read as E coli WT exp 6.0 and hDAT+cocaine 0.801.
`COc1ccc(N2CCN(c3ncnc4nc[nH]c34)CC2)cc1` gave E coli WT exp -6.0 and hDAT+cocaine -1.27.
`COC(=O)c1ccc2c(c1)S(=O)(=O)NC(=NCCCN1CCOCC1)S2` gave E coli WT exp 3.0 and hDAT+cocaine 0.91.
`COc1ccc(-c2nnc3sc(COc4ccccc4)nn23)cc1` gave E coli WT exp -16.0 and hDAT+cocaine 0.999.
`Cc1noc(C(=O)Nc2c(C)n(C)n(-c3ccccc3)c2=O)c1Cl` gave E coli WT exp -9.0 and hDAT+cocaine -0.246.
CN(C)C(=O)N1CCC(C(=O)NCc2cccs2)CC1 was read as E coli WT exp 4.0 and hDAT+cocaine 0.0153.
For O=C(CSc1n[nH]c(-c2ccco2)n1)N1c2ccccc2Sc2ccccc21 the results were E coli WT exp 0.0 and hDAT+cocaine 0.352.
Screening O=C(Cn1cnc2c(nnn2-c2ccccc2)c1=O)NCCc1ccccc1 returned E coli WT exp -3.0 and hDAT+cocaine 0.289.
For CSc1nc(NCCOCCO)c2sc3nc(-c4ccco4)c4c(c3c2n1)CCC4 the results were E coli WT exp -7.0 and hDAT+cocaine 0.24.
For CC1=NOC2(C1)N(C)c1ccccc1C2(C)C (stereo not drawn) the results were E coli WT exp 8.0 and hDAT+cocaine 0.103.
Screening CC1CN(c2nnnn2-c2ccccc2)CC(C)O1 (stereo not drawn) returned E coli WT exp -5.0 and hDAT+cocaine -0.109.
Cc1c(C(=O)N2CCN(C)CC2)oc2ccc(S(=O)(=O)N3CCOCC3)cc12 was read as E coli WT exp 7.0 and hDAT+cocaine 0.414.
`CC1CCN(c2c(NCc3ccc(C(=O)NCc4cccnc4)cc3)c(=O)c2=O)CC1` gave E coli WT exp -1.0 and hDAT+cocaine -0.625.
O=P(O)(O)c1ccccc1OCCOCCOc1ccccc1P(=O)(O)O was read as E coli WT exp 1.0 and hDAT+cocaine 0.0678.
Screening Cc1ccc(S(=O)(=O)Cc2cn3cccnc3n2)cc1 returned E coli WT exp 2.0 and hDAT+cocaine -0.0594.
Screening Cc1cc(C)c2ccc(N)nc2c1O returned E coli WT exp 96.0* and hDAT+cocaine 1.44.
Screening CC(C)Cc1cc(C(=O)Nc2ccc3c(c2)OCO3)no1 returned E coli WT exp 4.0 and hDAT+cocaine -1.28.
`CCc1ccc2oc(-c3cc(N)ccc3Cl)nc2c1` gave E coli WT exp -1.0 and hDAT+cocaine -1.22.
`CN1CCN(CCCCOc2ccc(F)cc2)CC1` gave E coli WT exp -5.0 and hDAT+cocaine 0.693.
Screening CCCC(=O)NC(C)c1nc2ccccc2n1C(C)C (stereo not drawn) returned E coli WT exp 2.0 and hDAT+cocaine -0.152.
`Cc1ccc(C2c3sc(=O)[nH]c3SC3C(=O)NC(=O)C32)cc1` (stereo not drawn) gave E coli WT exp -23.0 and hDAT+cocaine -1.35.
CCOc1nc(C#N)nc(N2CCCCC2)n1 was read as E coli WT exp -3.0 and hDAT+cocaine 0.0354.
For O=C(NC1CCCCC1)c1noc2c1CCCCC2 the results were E coli WT exp 3.0 and hDAT+cocaine 0.445.

Only part of the results is shown, so the mix of outcomes need not match the whole.
